Screens (PubChem BioAssay)
CRFBP-R2 block: antagonists of CRF-BP/CRF-R2 complex, primary screen, cell-based, HEK293, calcium dye fluorescence, uHTS | inhibition, % at 11.8 µM | AID 588475, 2011 | CRF-induced calcium fluorescence | actives 0.59% (n = 350,000);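 active = inhibition of the ligand-induced calcium signal above about 50% at the single tested concentration, limit read from the data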
CRFR2-BP ag: agonists of CRF-BP/CRF-R2 complex, primary screen, cell-based, HEK293, calcium dye fluorescence, uHTS; AID 588473, 2011; activation, % at 13.2 µM; calcium dye fluorescence (FLIPR); percent of saturating CRF peptide response; actives 0.46% (n = 350,000); CRF-binding protein / CRF receptor 2 complex (human);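 active = activation of at least 50%, plus an integration ratio under a set limit after plate pattern correction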;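 note: plate controls were neutral control wells without compound for no effect and CRF at EC100 for full effect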
CHRM4 antagonist: human M4 muscarinic receptor antagonists, primary screen, CHO cells, Fluo-8 calcium fluorescence | Muscarinic acetylcholine receptor M4 (Homo sapiens), P08173 | CHO-hM4 cells, ACh EC80 | inhibition, % at 3 µM | actives 0.73% (n = 360,000);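 active = inhibition above its plate's cutoff, the mean inhibition of sample wells plus 3 SD, cut at about 27% in these data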;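 note: 0% = acetylcholine EC80 with DMSO and 100% = DMSO without agonist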
Target sequence (P08173 whole entry, looked up): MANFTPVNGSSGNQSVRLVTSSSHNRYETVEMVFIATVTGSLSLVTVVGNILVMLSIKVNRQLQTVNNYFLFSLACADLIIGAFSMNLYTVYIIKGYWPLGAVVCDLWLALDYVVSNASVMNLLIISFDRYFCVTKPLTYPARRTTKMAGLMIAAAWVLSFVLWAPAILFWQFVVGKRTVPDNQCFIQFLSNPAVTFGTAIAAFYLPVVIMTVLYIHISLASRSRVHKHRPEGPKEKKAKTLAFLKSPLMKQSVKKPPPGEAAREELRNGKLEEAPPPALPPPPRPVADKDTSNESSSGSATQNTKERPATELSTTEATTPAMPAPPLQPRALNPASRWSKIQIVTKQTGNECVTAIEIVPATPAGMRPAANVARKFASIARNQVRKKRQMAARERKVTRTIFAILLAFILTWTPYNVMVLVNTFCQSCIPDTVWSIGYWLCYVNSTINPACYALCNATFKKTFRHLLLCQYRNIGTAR
IDE inh: human IDE inhibitors in live cells, primary screen, fluorescence polarization, HEK cells, FAbetaB substrate. FAbetaB cleavage. inhibition, % at 5.59 µM. actives 0.41% (n = 320,000). Insulin-degrading enzyme (Homo sapiens), P14735. AID 434962, 2010;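 active = percent inhibition above the average of all tested compounds plus 3 SD, set per screening campaign, cut at about 16% in these data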;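 note: IDE supplied by intact live HEK cells; FP after avidin binding of uncleaved biotin substrate so inhibition keeps polarization high; 0% = DMSO wells and 100% = 60 µM reference IDE inhibitor Ii1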
CHRM5 PAM: human M5 muscarinic receptor positive allosteric modulators, primary screen, CHO-K1 cells, Fluo-8 calcium fluorescence; actives 0.3% (n = 360,000); Muscarinic acetylcholine receptor M5 (Homo sapiens), P08912; CHO-K1 hM5, ACh EC20 PAM; 0% = ACh EC20, 100% = ACh EC100; activation, % at 3 µM; AID 624038, 2012;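 active = activation above the run cutoff, the mean activation of all test compounds plus 3 SD, cut at about 18% in these data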
Target sequence (P08912 whole entry, looked up): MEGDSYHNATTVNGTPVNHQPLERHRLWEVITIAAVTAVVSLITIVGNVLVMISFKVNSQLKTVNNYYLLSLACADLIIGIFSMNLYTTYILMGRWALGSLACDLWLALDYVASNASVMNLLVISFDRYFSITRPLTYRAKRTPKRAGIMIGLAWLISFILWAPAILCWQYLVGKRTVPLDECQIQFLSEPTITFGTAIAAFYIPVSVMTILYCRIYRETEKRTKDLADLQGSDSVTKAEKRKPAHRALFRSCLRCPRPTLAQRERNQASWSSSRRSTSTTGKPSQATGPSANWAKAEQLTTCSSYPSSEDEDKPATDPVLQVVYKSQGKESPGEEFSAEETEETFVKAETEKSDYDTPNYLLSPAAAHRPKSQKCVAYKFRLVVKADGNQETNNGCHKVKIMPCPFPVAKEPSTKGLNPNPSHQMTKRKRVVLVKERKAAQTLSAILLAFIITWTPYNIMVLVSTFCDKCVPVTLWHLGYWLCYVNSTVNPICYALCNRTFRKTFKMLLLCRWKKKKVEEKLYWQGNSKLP
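Replicates: One well per compound, no replicates | System: Human M5 receptor in CHO-K1 cells | Benchmarks: Low control EC20 acetylcholine (0%), high control EC100 acetylcholine (100%) | Probe or stimulus: Acetylcholine, EC20 level | Times: Fluo-8 loading 80 min at 37 °C plus 30 min room temperature | Signal: Intracellular calcium via Fluo-8 fluorescence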
CHRM5 antagonist: human M5 muscarinic receptor antagonists, primary screen, CHO cells, Fluo-8 calcium fluorescence | actives 0.59% (n = 360,000) | Muscarinic acetylcholine receptor M5 (Homo sapiens), P08912 | inhibition, % at 3 µM | CHO-hM5 cells, ACh EC80;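 active = inhibition above a per-plate cutoff, the mean of that plate's test compounds plus 3 SD, cut at about 27% in these data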;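 note: 0% = acetylcholine EC80 with DMSO and 100% = DMSO without agonist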
CHRM4 PAM: human M4 muscarinic receptor positive allosteric modulators, primary screen, CHO-K1 cells, Fluo-8 calcium fluorescence | CHO-K1 hM4/Gqi5, ACh EC20; 0% = ACh EC20, 100% = maximal ACh | Muscarinic acetylcholine receptor M4 (Homo sapiens), P08173 | actives 0.4% (n = 360,000) | activation, % at 3 µM;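 active = activation above its plate's cutoff, the mean activation of sample wells plus 3 SD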; note: some results filed as inactive read as strong as hits
M5 ag: human M5 muscarinic receptor agonists, primary screen, CHO-K1 cells, Fluo-8 calcium fluorescence. activation, % at 3 µM. CHO-K1 hM5 cells; 0% DMSO wells, 100% maximal acetylcholine response. Muscarinic acetylcholine receptor M5 (Homo sapiens), P08912. AID 624037, 2012. actives 0.19% (n = 360,000);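 active = activation above the run's mean over test compounds plus 3 SD, cut at about 23% in these data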;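 note: signal is peak over basal fluorescence ratio across the kinetic read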
CHRM4 agonist: human M4 muscarinic receptor agonists, primary screen, CHO-K1 cells, Fluo-8 calcium fluorescence; Muscarinic acetylcholine receptor M4 (Homo sapiens), P08173; CHO-K1 hM4/Gqi5; vehicle 0%, full acetylcholine response 100%; activation, % at 3 µM; actives 0.14% (n = 360,000);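 active = activation above the run mean over all test wells plus 3 SD, cut at about 32% in these data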;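 note: peak over basal fluorescence ratio per well then scaled between controls; 0% = DMSO wells and 100% = acetylcholine at EC100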
* = called active by the depositor; . = no result given. Outcome played no part in choosing rows; 2.9% or so of the library scored in one or more.

Start of the data: the first 2 compounds as a preview:
Values run as follows: CRFBP-R2 block	CHRM4 PAM	CHRM5 antagonist	CHRM5 PAM	CHRM4 antagonist	M5 ag	CRFR2-BP ag	CHRM4 agonist	IDE inh
COc1ccc(CC(=O)Nc2ccc(F)c(Cl)c2)cc1S(=O)(=O)N1CCOCC1
 : 13	11	-1	-1	-4	4	-1.6	5	-2
CCCC(C)NC(=S)NC(=O)c1cc(S(=O)(=O)N2CCOCC2)ccc1C (configuration not stated)
 : -1	6	2	-6	-6	2	-0.7	5	3

The list itself (from the top)
Values run as follows: CRFBP-R2 block	CHRM4 PAM	CHRM5 antagonist	CHRM5 PAM	CHRM4 antagonist	M5 ag	CRFR2-BP ag	CHRM4 agonist	IDE inh
COc1ccc(CC(=O)Nc2ccc(F)c(Cl)c2)cc1S(=O)(=O)N1CCOCC1
 : 13	11	-1	-1	-4	4	-1.6	5	-2
CCCC(C)NC(=S)NC(=O)c1cc(S(=O)(=O)N2CCOCC2)ccc1C (configuration not stated)
 : -1	6	2	-6	-6	2	-0.7	5	3
CN(Cc1ccccc1)c1nc(N)c([N+](=O)[O-])c(NCc2ccccc2)n1
 : 12	-7	1	-7	-12	1	-1.3	-2	-4
CCCCSCc1nc2nc(Cl)c(Cl)nc2[nH]1
 : 41	1	10	-9	-6	6	41	11	.
CCOC(=O)C1CCCN(C(=O)c2cccc(S(=O)(=O)NCc3ccccc3)c2)C1 (configuration not stated)
 : -5	5	7	-4	-16	2	-0.9	5	.
CN(C)c1ccc(/C=N/NC2=NS(=O)(=O)c3ccccc32)cc1
 : -5	3	2	-2	-4	0	0.5	0	1
Cc1ccc2c(Cl)c(C(=O)NCCc3ccccc3)sc2c1
 : -4	0	-2	-1	-9	-2	4.3	0	1
CC(C)c1ncc(C(O)c2cccc3ccccc23)n1C (configuration not stated)
 : 1	-3	-1	-9	-5	-7	-0.6	3	4
COc1ccc(-n2cnnc2SCc2ncc(-c3ccccc3)o2)cc1
 : -9	-5	-1	-5	-4	3	-1.3	3	-1
COc1ccccc1N1CCN(C(=O)CSc2nc3ncnc(N)c3[nH]2)CC1
 : 8	4	-8	0	-3	0	-0.1	1	1
COCCNC(=S)N/N=C/c1ccc(OCc2ccc(C(=O)OC)cc2)cc1
 : 8	-3	-4	-6	4	-1	0.1	1	2
O=C(O)CCc1nn2c3ccccc3n(Cc3ccccc3F)c2nc1=O
 : -4	0	8	-3	2	-2	-1.3	1	-1
CN(C)CCCNC(=O)C(=O)NCC1CCCO1 (configuration not stated)
 : 1	2	4	0	-7	1	1.6	1	2
COC(=O)c1c(NC(NC(=O)C(C)C)C(Cl)(Cl)Cl)sc2c1CCC2 (configuration not stated)
 : 17	-7	10	-8	6	-5	-2.2	-2	-1
CC(C)c1ccc(NC(=O)CSc2nc3ccsc3c(=O)n2Cc2ccc(C(=O)O)cc2)cc1
 : -10	2	-8	7	-5	-3	1.1	1	3
COc1ccc(Cn2nnnc2C(c2cccs2)N2CCN(c3ccc([N+](=O)[O-])cc3)CC2)cc1 (configuration not stated)
 : 2	-4	9	-10	-3	0	1.7	2	2
O=C(c1cccs1)c1coc2ccc(O)cc12
 : 9	-3	2	2	1	-6	-0.8	2	8
Cc1ccc(Cn2c(O)c(N=O)c3ccccc32)cc1
 : -11	-16	-4	-6	4	1	-0.8	5	1
CCc1ccc(NC(=O)Cn2cnc([N+](=O)[O-])c2)cc1
 : -4	-3	7	-4	2	1	-0.7	1	3
COc1ccc(OC)c(NC(=S)NCc2cccnc2)c1
 : 9	5	-5	7	-2	-2	-0.7	1	2
Oc1[nH]c2ccccc2c1/C=N/N1CCCCC1
 : -7	-1	16	-5	11	20	0.1	1	-2
COc1ccc(OC)c(NC(=O)CC(Cc2ccccc2OC)C(=O)O)c1 (configuration not stated)
 : -1	13	-2	-3	-9	2	4.1	0	-1
Clc1cccc(Cl)c1CSc1nnc(CN2CCOCC2)n1-c1ccccc1
 : 4	-3	6	-1	-2	0	-1.9	2	0
Cc1nc(-c2cccc(Cl)c2)n[nH]1
 : 4	-34	18	-24	0	-1	1.1	11	4
COc1cccc(/C=N/NC(=O)C(C)n2nnc3ccccc32)c1 (configuration not stated)
 : -12	-8	10	-12	7	-4	-0.6	3	-3
CCN(CC)C(=O)CSc1nc2ccccc2c(=O)n1-c1ccccc1OC
 : 5	36*	-6	3	-5	-1	-0.8	-2	1
CCCn1nc(C(=O)Nc2ccc3nc(C)sc3c2)c2ccccc2c1=O
 : -8	-2	0	-2	-5	-1	3.1	1	-4
COC(=O)C1CC(O)CN1C(=O)Nc1ccccc1 (configuration not stated)
 : 14	2	-3	1	-19	-4	9.4	1	1
CCCCC(=O)NCCNc1nc2c(c(=O)n(C)c(=O)n2C)n1Cc1ccccc1
 : 10	4	0	5	5	2	-2.5	0	-1
CCOC(=O)C1(C)CCCN(C(=O)c2ccc(F)c(Cl)c2)C1 (configuration not stated)
 : .	3	-2	6	-1	-1	.	0	.
CC(C)CN(C(=O)COC(=O)/C=C/c1cccs1)c1c(N)n(Cc2ccccc2)c(=O)[nH]c1=O
 : -10	2	-9	9	-10	-1	0.6	1	2
COc1ccc2c(c1OC)C(=O)N1C2SC(C)(C)[C@H]1C(=O)NC1CC1 (some centres not stated)
 : 11	-1	-2	5	-4	2	-1.1	0	9
COc1ccccc1OCCNC(=O)C1CC(=O)N(c2cccc(SC)c2)C1 (configuration not stated)
 : -4	4	-2	-8	-16	-8	-2.5	4	3
O=C(CNCc1ccccn1)Nc1cc(S(=O)(=O)N2CCCCC2)ccc1Cl
 : -5	0	0	-2	-12	0	0.4	4	1
COCC(=O)Nc1nc(-c2ccc(-c3ccccc3)cc2)cs1
 : 6	-5	11	-7	9	6	1.2	8	3
CCCc1nc2ccccc2c(=O)n1/N=C/c1ccc(O)cc1
 : -49	14	1	9	1	-2	0.2	1	3
CC(C)CN1C(=O)C(=O)N(CC(=O)c2ccc[nH]2)C1=O
 : 3	2	5	-2	-6	0	0.5	0	5
CC(=O)c1cccc(NC(=O)N2CCCC2C(=O)NC2CCCCC2)c1 (configuration not stated)
 : 2	0	-4	3	-1	2	0.3	2	3
CC(=O)c1cccc(-c2ccnc3c2CC(C(=O)NCc2ccncc2)O3)c1 (configuration not stated)
 : .	4	-5	1	-10	2	.	1	.
CCN(CC(=O)Nc1ccc(NC(C)=O)cc1)C(=O)c1ccc2c(c1)OCCO2
 : 2	3	7	-1	3	1	0.5	0	-6
COc1cc(OC)c(C(=O)Nc2cccc(C(C)=O)c2)cc1OC
 : -10	-3	1	-3	0	-1	0.9	3	1
COc1ccc(C(=O)Nc2cc(Cl)ccc2OC(=O)c2ccc(OC)cc2)cc1
 : -3	-2	5	-3	-1	-1	0.4	0	4
CCOC(=O)C1=C(C)NC(=S)N(C(C)=O)C1c1ccc(Cl)cc1 (configuration not stated)
 : 13	0	7	-8	14	-6	-0.5	0	2
CCOc1cc(CNCCc2ccccc2)ccc1OCC(=O)NC(C)(C)C
 : -36	-2	3	0	1	-5	4.9	5	-1
COc1ccc(CCNS(=O)(=O)c2ccc(F)cc2)cc1OC
 : 5	0	3	-4	7	1	-0.4	1	1
Cc1ccc(NC(=O)CSc2ccc3nnc(-c4cccnc4)n3n2)cc1
 : -5	1	6	-5	-5	-3	-0.2	1	-3
COc1ccc(C(c2c(NC(=O)c3ccco3)sc(C)c2C)N2CCOCC2)cc1 (configuration not stated)
 : -2	6	3	-1	0	3	-0.6	0	.
CC1(C)CC(=O)C(C2(O)C(=O)Nc3ccccc32)CO1 (configuration not stated)
 : -10	-2	3	4	1	-3	3.3	0	-2
Cc1c(CNC(=O)c2c([N+](=O)[O-])cnn2C)cnn1C
 : 16	-16	12	2	8	-8	-2.7	0	-1
COc1cnc(SCc2c(Cl)cccc2Cl)nc1Cl
 : -3	-1	4	-5	-5	-1	4.7	-2	4
COC1=C/C(=C/c2c(N)n3nc(-c4ccc(C)cc4)sc3nc2=O)C=CC1=O
 : -226	5	23	-10	-7	2	195*	11	.
CCOC(=O)C1CCN(C(=O)CSc2nccc(C)n2)CC1
 : 14	1	8	-1	5	-1	0.7	1	0
O=C(Nc1ccc(N2CCCC2)c(Cl)c1)c1cccc(-c2cc3ccccc3oc2=O)c1
 : -9	-2	0	3	-2	0	-1.9	1	5
CC(=O)CC[N+](C)(C)C
 : -9	2	-3	1	2	8	1.7	0	.
O=C(CCCCl)NC(=S)Nc1ccc(CN2CCOCC2)cc1
 : -11	-2	7	-6	2	-4	3.2	0	-8
O=C(Nc1nnc(-c2ccc(Cl)cc2)o1)Nc1ccccc1F
 : -8	-3	-2	7	-13	0	-0.7	1	-4
O=C(COc1ccc(Cl)cc1)OCC(=O)N1CCCC1
 : 3	1	3	4	0	-2	1.6	0	0
COc1ccc(C)cc1S(=O)(=O)N1CCN(S(=O)(=O)c2cc(C(=O)O)ccc2C)CC1
 : 2	0	-3	-5	-2	-4	2.9	1	2
CCCCc1ccc(NC(=S)N2CCCC(C)C2)cc1 (configuration not stated)
 : 6	1	4	0	-5	-9	-1.7	0	0
